# XIAP antagonists: small molecules displacing peptide from XIAP – biochemical, IAP family, fluorescence polarization (AID 1018) | 200,000 tested, 0.007% active | XIAP BIR domain, fluorescence polarization peptide displacement; higher % means a stronger effect | one-dose displacement, % at 20 µM; IC50 in µM for titrated hits; in the data active = displacement above about 50%; note: a part of the inactive calls stands beside numbers as strong as those of hits
# PhoP inhibition: inhibitors of PhoP regulon expression, primary screen, Salmonella Typhimurium, GFP reporter (AID 1863); S. Typhimurium PhoP-regulated promoter GFP reporter, 4 h; higher % means a stronger effect; inhibition, % at 50 µM; hits with a dose series show IC50 in µM; 300,000 tested, 0.16% active;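 active = inhibition over 29.93%, a cutoff 3 SD above the screen mean, later confirmed by dose response; inconclusive = inhibition over 29.93% but no dose response follow-up; inactive = inhibition at most 29.93% or unconfirmed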;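 note: 0% = low Mg2+ inducing control and 100% = high Mg2+ repressing control; strong numbers were not always called active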
# human PMI inhibitors: human PMI inhibitors, high substrate, primary screen, biochemical, fluorescence intensity, high mannose 6-phosphate (AID 1220). inhibition, % at 20 µM; hits with a dose series show IC50 in µM. recombinant PMI enzyme, coupled fluorescence intensity; higher % means a stronger effect. 190,000 tested, 0.66% active; in the data active = inhibition above about 50%
# P. falciparum M17LAP: P. falciparum M17LAP inhibitors, primary screen, biochemical, fluorogenic H-Leu-NHMec substrate, 1536-well (AID 1619) | 220,000 tested, 0.38% active | inhibition, % at 30 µM, or IC50 in µM where a hit was titrated | recombinant M17LAP, H-Leu-NHMec fluorogenic kinetic assay; higher % means a stronger effect;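 active = compound inhibiting the enzyme by more than half at any dose during confirmatory dose-response retesting; inconclusive = strong single-dose inhibitors picked by rank but not retested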;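 note: plate controls were full reaction with DMSO carrier for no effect and no enzyme background for full effect; strong numbers were not always called active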
# West Nile antiviral: inhibition of WNV-induced cytopathic effect – cell-based, CPE readout (AID 1621). CPE inhibition, % at 10 µM; hits with a dose series show IC50 in µM. 290,000 tested, 0.02% active. West Nile virus-infected cells, CPE inhibition; higher % means a stronger effect; in the data active = a potency from the dose series; inconclusive = CPE inhibition mostly from about 3.7% at the one dose, without a potency; inactive = the rest, 99 in 100 with CPE inhibition below about 2.2%; note: strong numbers were not always called active
# CSM14.1 death rescue: rescue of cells from ER stress-induced death, primary screen, 384-well, CSM14.1, thapsigargin, ATP luminescence (AID 1222); 190,000 tested, under 10 active; CSM14.1 thapsigargin-induced death rescue, ATP luminescence; higher % means a stronger effect; one-dose cellular ATP content (survival), % at 20 µM; EC50 in µM for titrated hits;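 active = EC50 below 50 µM in the dose-response confirmation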;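 note: death triggered by thapsigargin at about 15 µM added after 2 h compound pretreatment; cell ATP read after overnight thapsigargin exposure of roughly 18 to 22 hours; normalized against plate controls of thapsigargin alone and 5% DMSO vehicle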
# P. falciparum M1AAP: P. falciparum M1AAP inhibitors, biochemical, fluorogenic H-Leu-NHMec substrate, 1536-well (AID 1445); 220,000 tested, 0.42% active; recombinant M1AAP, H-Leu-NHMec fluorogenic kinetic assay; higher % means a stronger effect; one-dose inhibition, % at 30 µM; IC50 in µM for titrated hits;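 active = primary inhibition above the hit cutoff, then over 50% inhibition at one or more dose response concentrations, cut at about 23% in these data, passing the limit was not always enough; inconclusive = conflicting primary data, or primary hits not chosen for dose response; inactive = low primary inhibition, or under 50% at every dose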;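 note: plate controls were DMSO full reaction for no effect and no enzyme background for full effect; strong numbers were not always called active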
# Siah-1 displacement: blockers of Siah-1 interaction with plectin peptide – biochemical, fluorescence polarization, rhodamine-plectin, uHTS, primary screen (AID 1817); Siah-1 / rhodamine-plectin peptide fluorescence polarization; higher % means a stronger effect; displacement, % at 20 µM; hits with a dose series show IC50 in µM; 290,000 tested, 0.02% active;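 active = displacement of at least 50% at 20 µM, with a fluorescence ratio check between 0.3 and a set limit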;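 note: plate controls were Siah plus tracer with DMSO for no effect and tracer alone without Siah for full effect; strong numbers were not always called active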
# Yfh1-off respiration: mitochondrial function rescue without frataxin homolog – Friedreich's ataxia, plus single-dose screen, dose response (AID 1465) | one-dose fold induction at 50 µM; EC50 in µM for titrated hits | 220,000 tested, 0.074% active | S. cerevisiae Yfh1-off respiration, WST-1 reduction, 72 h; higher fold induction means a stronger effect;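 active = fold induction of absorbance versus untreated yeast above a set limit, then at least 30% activation at any dose in follow-up; inconclusive = repeats straddling the limit, or above it without dose testing; inactive = fold induction below the set limit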;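 note: activators that raise dye reduction in frataxin-depleted yeast; strong numbers were not always called active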
# Numbers without * were called inactive; i = inactive; ? = inconclusive; nt = not tested or not shown.
SMILES,XIAP antagonists,PhoP inhibition,human PMI inhibitors,P. falciparum M17LAP,West Nile antiviral,CSM14.1 death rescue,P. falciparum M1AAP,Siah-1 displacement,Yfh1-off respiration
CCCn1c(SCC(=O)c2cc(C)n(-c3ccc4c(c3)OCO4)c2C)n[nH]c1=O,-4.6%,2%,24%,14%,-1.1%,-1.1%,2%,3%,i
CC(C)(C)NC(=S)NNC(=O)c1cccc(Br)c1,-5.4%,5%,-10%,0%,-0.2%,-1.7%,-15%,-2%,i
CCCC1c2ccsc2CCN1C(=S)NC (stereo unspecified),nt,-8%,nt,1%,-0.8%,nt,17%,-1%,i
Fc1cccc(CSc2ccc(-c3ccc4c(c3)OCO4)nn2)c1,-5.8%,7%,6%,4%,-1.1%,3.3%,9%,12%,i
C=CCN1C(=O)/C(=c2\sc3nc(=O)c(Cc4ccccc4Cl)nn3c2=O)c2ccccc21,nt,-2%,nt,35%,-0.3%,nt,57µM*,0%,i
CC1CCc2c(sc(NC(=O)CSc3ncn[nH]3)c2C#N)C1 (stereo unspecified),nt,-5%,nt,11%,0.1%,nt,-1%,0%,i
O=C(COC(=O)Cc1c[nH]c2ccccc12)Nc1cccc2ccccc12,-1.4%,-2%,-1%,-8%,1.5%,-3.1%,5%,-3%,i
O=C(NO)c1ccccc1C(F)(F)F,-14%,-5%,21%,-4%,0.5%,0.0%,7%,-1%,i
Oc1ccc(-c2nc3ncccn3c2Nc2ccc3c(c2)OCO3)cc1,-3.6%,2%,2%,6%,0.9%,-0.7%,18%,4%,i
CCSc1nnc(NC(=O)c2cccnc2)s1,-2.3%,-8%,-6%,26%,-0.2%,-5.1%,3%,3%,i
Cc1onc(-c2ccccc2)c1C(=O)NCc1ccc2c(c1)OCO2,-5.9%,8%,2%,5%,-0.1%,2.1%,1%,-6%,i
CN(c1ccccc1)S(=O)(=O)c1cccc(C(=O)OCC(=O)NCc2ccco2)c1,-5.9%,-6%,-12%,3%,-0.1%,-0.5%,3%,-1%,i
COc1ccc(NC(=O)C(c2cc3c(cc2[N+](=O)[O-])OCO3)N(C)C)cc1 (stereo unspecified),2.1%,5%,56%*,21%,0.1%,6.2%,2%,17%,i
O=C(NCc1ccccc1)c1ccc(Cl)nc1,-12%,4%,9%,3%,-0.3%,-0.2%,-10%,-6%,i
O=C(NNC1CC(=O)N(c2ccccc2)C1=O)c1ccccc1Cl (stereo unspecified),nt,-8%,nt,5%,-0.4%,nt,4%,-1%,i
C#CCOc1ccccc1CNc1ccccc1,-7.4%,2%,5%,-22%,-0.5%,5.8%,1%,0%,i
CCN(CC(=O)Nc1ccc(OC(F)F)cc1)C1CCCCC1,-3.6%,-7%,3%,-1%,-1.1%,-2.2%,6%,7%,i
COc1ccc(C=O)cc1CSc1ccccn1,nt,-4%,nt,12%,0.4%,nt,6%,2%,i
O=C(C(c1ccccc1)c1ccccc1)N1CCN(CC(O)COc2ccccc2)CC1 (stereo unspecified),-4.9%,2%,1%,-6%,3.2%,-3.5%,-4%,-1%,i
Cc1cc(C(=O)NCc2cc(C(=O)O)co2)co1,-4.3%,-4%,5%,-1%,-0.3%,2.0%,3%,3%,i
CC(=O)NC(Cc1ccccc1)c1ccc2c(c1)OCCCO2 (stereo unspecified),-4.0%,-2%,4%,2%,0.1%,-0.9%,5%,1%,i
CCNC(=O)NC(=O)C(C)Oc1ccc(Br)cc1Br (stereo unspecified),-1.7%,-2%,-6%,6%,-0.8%,-0.6%,10%,-5%,i
Cn1cc([N+](=O)[O-])c(C(=O)NCc2cc3ccccc3[nH]2)n1,-5.3%,10%,3%,18%,0.3%,-0.3%,-4%,9%,i
Cc1cccc(-c2nc(C#N)c(NC3CCCCC3)o2)c1,3.5%,-5%,9%,-19%,0.3%,-2.2%,8%,-1%,i
O=C(NCC1CCCO1)c1ccc(CNS(=O)(=O)c2cccc(Cl)c2)cc1 (stereo unspecified),-7.6%,-8%,-1%,8%,-0.5%,-2.6%,2%,0%,i
COc1cc2[nH]c(=S)n(CC3CCCO3)c(=O)c2cc1OC (stereo unspecified),-2.9%,-9%,1%,16%,0.0%,-0.2%,7%,4%,i
CC(NC(=O)Cn1c(NCCO)nc2ccccc21)c1ccccc1 (stereo unspecified),-5.6%,-2%,8%,3%,-0.3%,-0.8%,14%,-1%,i
Cc1cccc(C)c1OCC(O)Cn1c2ccccc2c2ccccc21 (stereo unspecified),-2.9%,-7%,21%,4%,0.6%,-2.3%,5%,5%,i
CN1CCc2c(sc3c2c(=O)n(-c2ccc(Cl)cc2)c2nncn32)C1,-6.6%,-1%,-26%,64%,0.5%,-1.8%,2%,0%,i
CCCn1c(O)c(N=Nc2ccc3ccccc3n2)c2ccccc21,-4.1%,-107%,-1%,-1%,-0.8%,0.0%,1%,0%,i
CC(=O)c1ccc(N2CCC(c3cc(-c4ccc(Cl)cc4Cl)n[nH]3)CC2)c([N+](=O)[O-])c1,-2.3%,-1%,14%,-6%,?,-3.6%,8%,-2%,i
O=C(NCc1ccco1)c1n[nH]c(=O)c2ccccc12,-1.0%,5%,-3%,3%,0.4%,0.3%,8%,2%,i
O=C(NC1=NCCS1)c1ccc(-c2ccc(Cl)cc2)o1,-3.1%,-6%,-5%,-39%,-0.2%,-2.2%,?,4%,i
Cc1ccc2nc(SCC(=O)c3c(N)n(C)c(=O)n(C)c3=O)[nH]c2c1,-6.8%,-5%,-50%,18%,-0.2%,0.8%,-3%,-2%,i
COc1ccccc1C1C=C(c2ccc(Cl)cc2)Nc2nc(NS(C)(=O)=O)nn21 (stereo unspecified),-2.0%,-6%,3%,-193%,0.5%,-0.2%,?,1%,i
CCOc1ccccc1NC(=O)CSc1nnc2c(CC)c(C)nc(N)n12,-9.0%,-12%,6%,11%,0.0%,nt,2%,-2%,i
CCCc1nc(SCC(N)=O)[nH]c(=O)c1CC,-1.0%,9%,11%,17%,0.0%,4.1%,5%,2%,i
CC1CCCC(C(=O)O)N1C(=O)CCS (stereo unspecified),-5.8%,-7%,-7%,32%,0.2%,1.1%,14%,3%,i
CCNS(=O)(=O)c1ccc(NC(=S)NCC2CCCO2)cc1 (stereo unspecified),-6.3%,-6%,-1%,4%,-0.9%,-2.3%,2%,0%,i
CN1CCN(c2ccc(C(=O)c3cn(-c4ccc(F)c(Cl)c4)nn3)cc2)CC1,-7.8%,1%,-4%,-6%,-0.8%,0.6%,1%,13%,i
CCCCCCCn1c(C)nnc1-c1cnn(C)c1N,-4.5%,-1%,-7%,-2%,0.4%,-0.6%,-2%,8%,i
N/C(=N\OCc1ccc([N+](=O)[O-])cc1)c1ccccn1,-8.3%,-6%,-18%,6%,-0.5%,-1.2%,3%,8%,i
O=C(C[n+]1ccccc1)N/N=C/c1ccc(F)cc1,-3.9%,-13%,16%,10%,0.2%,-1.2%,4%,4%,i
Cc1cc(NC(=O)CSc2nc3ccsc3c(=O)n2CCCCC(=O)O)no1,3.8%,4%,-9%,2%,-0.9%,-0.1%,7%,3%,i
Cc1ccc(SCCNC(=S)Nc2ccccc2)cc1,-1.9%,9%,-5%,14%,0.4%,-0.9%,2%,1%,i

# Exported with two lines to a compound: entries from further up
# Results follow in this order: XIAP antagonists, PhoP inhibition, human PMI inhibitors, P. falciparum M17LAP, West Nile antiviral, CSM14.1 death rescue, P. falciparum M1AAP, Siah-1 displacement, Yfh1-off respiration
CCNS(=O)(=O)c1ccc(NC(=S)NCC2CCCO2)cc1 (stereo unspecified)
→ -6.3%, -6%, -1%, 4%, -0.9%, -2.3%, 2%, 0%, i
CN1CCN(c2ccc(C(=O)c3cn(-c4ccc(F)c(Cl)c4)nn3)cc2)CC1
→ -7.8%, 1%, -4%, -6%, -0.8%, 0.6%, 1%, 13%, i
CCCCCCCn1c(C)nnc1-c1cnn(C)c1N
→ -4.5%, -1%, -7%, -2%, 0.4%, -0.6%, -2%, 8%, i
N/C(=N\OCc1ccc([N+](=O)[O-])cc1)c1ccccn1
→ -8.3%, -6%, -18%, 6%, -0.5%, -1.2%, 3%, 8%, i
O=C(C[n+]1ccccc1)N/N=C/c1ccc(F)cc1
→ -3.9%, -13%, 16%, 10%, 0.2%, -1.2%, 4%, 4%, i

# In the list so far, four have an aryl methoxy group.
SMILES,XIAP antagonists,PhoP inhibition,human PMI inhibitors,P. falciparum M17LAP,West Nile antiviral,CSM14.1 death rescue,P. falciparum M1AAP,Siah-1 displacement,Yfh1-off respiration
COc1ccc(NC(=O)C(c2cc3c(cc2[N+](=O)[O-])OCO3)N(C)C)cc1 (stereo unspecified),2.1%,5%,56%*,21%,0.1%,6.2%,2%,17%,i
COc1ccc(C=O)cc1CSc1ccccn1,nt,-4%,nt,12%,0.4%,nt,6%,2%,i
COc1cc2[nH]c(=S)n(CC3CCCO3)c(=O)c2cc1OC (stereo unspecified),-2.9%,-9%,1%,16%,0.0%,-0.2%,7%,4%,i
COc1ccccc1C1C=C(c2ccc(Cl)cc2)Nc2nc(NS(C)(=O)=O)nn21 (stereo unspecified),-2.0%,-6%,3%,-193%,0.5%,-0.2%,?,1%,i

# (list continues)
SMILES,XIAP antagonists,PhoP inhibition,human PMI inhibitors,P. falciparum M17LAP,West Nile antiviral,CSM14.1 death rescue,P. falciparum M1AAP,Siah-1 displacement,Yfh1-off respiration
c1ccc(OCCOc2ncnc3sccc23)cc1,0.1%,8%,14%,-5%,-0.7%,-0.4%,1%,1%,i
CC(C)(C)c1ccc(SCCc2ccccn2)cc1,nt,-2%,nt,7%,-0.4%,nt,1%,4%,i
O=c1cc(-c2ccc([N+](=O)[O-])cc2)c2cc3c(cc2[nH]1)OCCO3,-5.4%,-3%,-1%,1%,1.2%,2.5%,9%,2%,i
CC(=O)NC(=S)Nc1ccccc1C(=O)Nc1ccccc1,0.0%,7%,2%,4%,-0.5%,-1.6%,-7%,5%,i
